Screening results as filed in PubChem BioAssay.
ABHD4 inh = ABHD4 (mouse) inhibition, primary FP screen; purified mABHD4, FP-Rh probe fluorescence polarization; inhibition, % at 8.92 µM; hit rate 0.54% among 370,000;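 active = inhibition exceeding the mean over every tested compound plus 3 SD, cut at about 30% in these data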;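 note: 0% = plate median of compound wells and 100% = S159A mutant with DMSO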
Target sequence (Q8VD66 whole entry, looked up): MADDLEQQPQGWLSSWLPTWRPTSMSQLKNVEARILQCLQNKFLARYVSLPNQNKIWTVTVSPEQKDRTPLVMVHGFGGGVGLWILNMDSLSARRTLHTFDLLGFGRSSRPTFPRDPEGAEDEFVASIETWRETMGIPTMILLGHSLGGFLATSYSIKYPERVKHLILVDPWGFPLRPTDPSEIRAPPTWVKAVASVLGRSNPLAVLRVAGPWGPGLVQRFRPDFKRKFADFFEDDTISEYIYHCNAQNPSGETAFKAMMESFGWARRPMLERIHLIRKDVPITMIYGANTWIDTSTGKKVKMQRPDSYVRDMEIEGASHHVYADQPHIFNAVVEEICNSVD
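Test system: mABHD4 protein | Buffer or medium: HEPES pH 7.0 buffer, 150 mM NaCl, 0.01% Pluronic F-127 | Probe or stimulus: FP-Rh fluorescent activity-based probe, added after compound pre-incubation | Timing: Pre-incubation 45 min, probe exposure 60 min, at 25 °C | Technique: Fluorescence polarization, excitation 525 nm, emission 598 nm, BODIPY TMR filters | Repeats: Single well per compound (singlicate)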
TCR-CD3 inh = human TCR-CD3 binding inhibition | TAMRA-labeled TCR probe fluorescence, biochemical | inhibition, % at 9.4 µM | hit rate 0.37% among 360,000; in the data active = inhibition above about 19%;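 note: recombinant mutant TCR 2C K166C tagged with TAMRA read by polarization; 0% = receptor in buffer alone and 100% = receptor with positive control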
SIAE primary = inhibitors of human sialic acid acetylesterase SIAE. Q9HAT2. SIAE FP-Rh probe binding, fluorescence polarization. inhibition, % at 9.66 µM. hit rate 0.69% among 370,000;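 active = inhibition above a cutoff: mean of compounds within the control limits plus 3 SD of those, cut at about 17% in these data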;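 note: 0% = plate median of compound wells and 100% = probe without SIAE protein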
HTRA1 inh = blocks human HTRA1 serine peptidase | AID 504803 | recombinant HTRA1, FP-rhodamine activity-based probe, fluorescence polarization | Q92743 | hit rate 0.5% among 340,000 | inhibition, % at 5.96 µM; in the data active = inhibition above about 36%;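 note: 0% = enzyme with DMSO and 100% = wells lacking enzyme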
Target sequence (Q92743 whole entry, looked up): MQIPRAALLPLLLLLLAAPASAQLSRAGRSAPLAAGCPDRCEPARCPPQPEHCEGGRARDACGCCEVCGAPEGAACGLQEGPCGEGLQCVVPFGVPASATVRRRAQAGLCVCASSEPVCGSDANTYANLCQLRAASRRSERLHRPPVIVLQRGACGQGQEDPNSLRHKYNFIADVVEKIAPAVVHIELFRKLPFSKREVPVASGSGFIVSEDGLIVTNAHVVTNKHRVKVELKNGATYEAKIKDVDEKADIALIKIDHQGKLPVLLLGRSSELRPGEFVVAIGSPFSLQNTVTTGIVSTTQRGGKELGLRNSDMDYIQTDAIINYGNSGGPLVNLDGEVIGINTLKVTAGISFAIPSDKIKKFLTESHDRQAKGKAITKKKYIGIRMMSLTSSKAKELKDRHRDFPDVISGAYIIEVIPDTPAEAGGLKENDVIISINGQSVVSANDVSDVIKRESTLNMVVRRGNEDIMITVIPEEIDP
PRMT1 inh = PRMT1 (human) inhibition, primary screen; hit rate 1.3% among 370,000; recombinant PRMT1, activity-based probe fluorescence polarization; Q99873; inhibition, % at 2.79 µM;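 active = inhibition above about 21% made by adding two undisclosed values, limit read from the data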
LEDGF integ inh = blocks HIV-1 LEDGF/p75-dependent DNA integration. TR-FRET IN-LEDGF/p75 DNA integration, Eu/Cy5. inhibition, % at 3.7 µM. hit rate 0.64% among 370,000. AID 743269;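 active = inhibition above the screen-wide mean plus 3 SD, cut at about 13% in these data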;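 note: signal is the Cy5 over europium emission ratio at 671 and 618 nm; 0% = plate median of compound wells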
rCAG RNA binder = binds r(CAG) RNA repeats. hit rate 1.3% among 370,000. inhibition, % at 3 µM. AID 651821. r(CAG) RNA repeat, TO-PRO-1 dye displacement fluorescence;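 active = inhibition above the plate cutoff, the mean of all test compounds on that plate plus 3 SD, cut at about 35% in these data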;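 note: 0% = DMSO alone and 100% = 100 µM mitoxantrone as full dye displacement; higher means more dye released from RNA so lower well fluorescence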
MBD2 inh = blocks human MBD2 binding to methylated DNA; Q9UBB5; TR-FRET, MBD2 binding to methylated oligonucleotide; inhibition, % at 4.4 µM; hit rate 0.31% among 370,000; AID 686964; in the data active = inhibition above about 13%
TDP2 absorb = blocks human TDP2 phosphodiesterase activity; inhibition, % at 12.8 µM; hit rate 0.34% among 370,000; recombinant TDP2, T5PNP hydrolysis, p-nitrophenol absorbance 415 nm;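 active = inhibition above the mean of all tested compounds plus 3 SD, set per campaign, cut at about 25% in these data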;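 note: 0% = DMSO with enzyme and 100% = buffer with substrate but no TDP2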
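Incubation: 2 h at 37 °C; Test system: recombinant human TDP2; Quantity: enzyme 120 nM; Read-out basis: percent inhibition; Medium: 50 mM Tris-HCl pH 7.5 with Mg2+, KCl, DTT, BSA; Repeats: single replicate; Compound: 12.8 µM single point, 1% DMSO; Signal: epi absorbance; Reagent: 5 mM T5PNP chromogenic substrate; Benchmarks: no-enzyme high, DMSO-plus-enzyme low.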
NPR2 activator = GC-B (human) receptor activation; P20594; HEK293-GC-B cells, CNP EC30, cGMP TR-FRET; 0% at EC30 CNP, 100% saturating CNP; activation, % at 10 µM; hit rate 0.11% among 370,000;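 active = activation at 10 µM reaching about 35% in either raw or pattern-adjusted values, limit read from the data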
An asterisk follows results filed as active; x = no result given.

molecule	ABHD4 inh	TCR-CD3 inh	SIAE primary	HTRA1 inh	PRMT1 inh	LEDGF integ inh	rCAG RNA binder	MBD2 inh	TDP2 absorb	NPR2 activator
CC(=O)c1ccc(S(=O)(=O)NCC(=O)NC(c2nc3ccccc3[nH]2)C(C)C)cc1 (centres undefined)	-2	6	-3	-2	34*	2	6	2	-14	1
COc1ccc(NC(=O)C(c2ccc(C#N)cc2)n2c(=O)c(-c3cc4ccccc4[nH]3)nc3ccccc32)cc1 (centres undefined)	-37	2	-52	x	0	-3	19	-2	-1	0
COc1cccc(C(C(=O)NC2CCCC2)N(C(=O)c2ccco2)c2ccccc2F)c1OC (centres undefined)	9	4	4	2	-3	1	-3	-7	-6	-6
CC(C)(C)n1nc2c(c1NC(=O)c1ccccc1C(F)(F)F)CS(=O)(=O)C2	4	-3	-2	9	-1	5	0	-1	7	0
CN1CCN(C(=O)OCCOCCOC(=O)N2CCN(C)CC2)CC1	-2	-1	5	4	-2	0	3	1	0	2
CC(=O)c1cccc(NC(=O)Cn2cnc(S(=O)(=O)N3CCCCC3)c2)c1	4	-10	-3	1	-2	-1	0	0	-4	4
O=[N+]([O-])c1cccc(Nc2c([N+](=O)[O-])ccc3nonc23)c1	0	-7	-4	-6	-3	5	4	0	-11	1
CCOc1ccc(C2CC(c3ccc(CC)cc3)Nc3nc(N)nn32)cc1 (centres undefined)	0	-10	3	-2	3	-1	-2	-1	-11	-1
O=C(NCc1ccc(Cl)cc1)c1ccc(CNc2c(N3CCCC3)c(=O)c2=O)cc1	-1	-2	9	2	-3	5	0	0	6	0
Cc1ccccc1NC(=O)NNC(=O)OC(C)(C)C	-1	5	-1	5	-3	-3	-1	-4	21	4
OCCN1CCN(c2ncnc3c2ncn3[C@H]2CN(Cc3ccc(-c4ccccc4)cc3)C[C@@H](CO)O2)CC1	4	-9	-4	x	-1	-1	6	2	5	-4
CC1CCN(CCCCOc2cccc(Br)c2)CC1	6	4	2	8	1	-3	-1	5	9	-3
COc1ccc2c(CC(=O)OCC(=O)N3CCc4ccccc43)coc2c1	-8	-3	4	-26	1	3	5	-3	1	-4
CCCOc1ccc(C2C(C#N)=C(N)Oc3nc[nH]c(=O)c32)cc1OC (centres undefined)	-2	-7	0	5	1	-3	0	4	-6	2
Cc1nnc(OCC(=O)NCCC2=CCCCC2)c2ccccc12	3	2	10	4	0	0	-1	-1	2	2
COc1ccc(C(=O)N/N=C\c2ccoc2)cc1	4	4	1	11	2	2	2	0	9	-2
CN1CCn2c1nc(N1CCCCC1)nc2=O	0	2	0	-1	-4	0	0	0	-1	6
NC(=O)c1ncn([C@@H]2O[C@H](C(=O)N3CCCN(Cc4ccccc4F)CC3)[C@@H](O)[C@H]2O)n1	0	6	80*	x	-4	0	2	2	1	2
COc1ccc(NS(=O)(=O)c2ccc(N/N=C(\C)c3ccncc3)c([N+](=O)[O-])c2)cc1	-8	1	14	-2	5	-6	10	10	-4	1
O=C(CSc1nc2nc3c(cc2c(=O)n1-c1ccccc1)CCCC3)Nc1cccc2ccccc12	-15	8	-26	-26	1	-2	14	1	2	-7

(more compounds)
molecule	ABHD4 inh	TCR-CD3 inh	SIAE primary	HTRA1 inh	PRMT1 inh	LEDGF integ inh	rCAG RNA binder	MBD2 inh	TDP2 absorb	NPR2 activator
COc1cc(C(=O)NNC(=O)c2ccoc2C)cc(OC)c1OC	1	0	8	-2	0	-2	2	-5	-14	6
Cc1ccc(OCC(=O)Nc2nc(-c3ccccn3)cs2)c(C)c1	3	-1	-8	6	5	10	6	2	3	-1
O=C(CC[C@H]1O[C@@H](n2ccc(=O)[nH]c2=O)[C@H](O)[C@@H]1O)N[C@@H](Cc1ccccc1)C(=O)NCc1ccccc1	-6	5	3	x	6	-6	3	1	-6	3
CSc1ccc(CN2CCCC(CNC(=O)c3ccc(F)cc3)C2)cc1 (centres undefined)	2	4	-7	-1	-4	4	-6	-3	-22	-4
CCCNC(=O)CSc1nnc(C)s1	2	11	0	1	-3	0	0	-2	2	5
Cc1ccc(C(=O)N(C)CCOc2ccccc2)cc1S(=O)(=O)N1CCCCC1	-4	-1	-3	-6	-1	1	-3	3	-3	-1
Cc1cc([N+](=O)[O-])nn1CCCC(=O)N1CCN(c2ccc(F)cc2)CC1	-3	10	9	0	-2	4	-5	1	4	8
Cc1c(N2C(=O)SC(CC(=O)O)C2=O)c(=O)n(-c2ccccc2)n1C (centres undefined)	-2	0	3	1	2	-1	-2	2	2	9
c1ccc(C[C@H]2CN=C(Nc3ccccc3)N2CC2CCC2)cc1	5	-4	-1	-2	-2	1	2	1	-3	-6
Cn1nc(C(=O)N2CCN(C(c3ccccc3)c3ccccc3)CC2)c2ccccc2c1=O	-9	2	2	-9	-3	3	-1	-1	-9	-9
Cc1ccc(C23CC4CC(CC(C(=O)NC(C(=O)O)C(C)C)(C4)C2)C3)cc1 (centres undefined)	2	0	2	2	-3	-1	22	-2	6	3
CC(=O)OCC(=O)[C@@]1(O)CC[C@H]2[C@@H]3C[C@H](C)C4=CC(=O)C=C[C@]4(C)[C@H]3[C@@H](O)C[C@@]21C	-3	5	1	0	1	1	-1	-7	-4	1
COc1ccc(CN(C)CC2CCCN(CCc3ccc(Cl)cc3)C2)cc1OC (centres undefined)	-8	-8	-1	6	7	-5	-13	6	-18	-4
CCc1nc2ccc(C(=O)NCCCN3CCCC3=O)cn2c1N(C)C(=O)c1cccc(OC)c1	-2	-5	0	x	2	-3	1	4	8	-2
Cc1cc(C(=O)CSc2nc(N)cc(=O)[nH]2)c(C)n1-c1cccc(F)c1	9	6	-8	-8	4	7	10	-3	-3	-5
CCCCSc1nc2sc3c(c2c(=O)n1-c1ccccc1)CCN(C)C3	-3	-2	7	-19	1	0	4	8	1	-5
COCCN(CC(=O)Nc1cccc(C)c1C)C(=O)Cn1c(=O)cnc2ccccc21	0	5	-5	-6	-5	3	2	-6	3	2
O=c1cc(CN2CCN(c3ccccn3)CC2)nc2sccn12	-2	5	0	3	-1	-2	-3	-4	0	-1
N#Cc1c(NC(=O)CCC(=O)O)sc2c1CCCCC2	15	0	1	20	3	4	9	-6	8	1
O=C(COC(=O)CCC(=O)c1ccc(Cl)cc1)NCc1ccc(F)cc1	-1	1	1	-5	-4	3	4	2	3	1

New compounds follow.
molecule	ABHD4 inh	TCR-CD3 inh	SIAE primary	HTRA1 inh	PRMT1 inh	LEDGF integ inh	rCAG RNA binder	MBD2 inh	TDP2 absorb	NPR2 activator
O=C(Nc1nccs1)C1CC=CCC1C(=O)OCC(F)(F)C(F)F (centres undefined)	3	4	4	7	1	2	4	0	-2	3
O=C(N/N=C/c1ccco1)c1cc(-c2ccncc2)nc2ccccc12	-1	3	1	-1	2	2	4	1	-9	-4
CC(C)OCCCNC(=O)C1CCC(CNS(=O)(=O)c2ccccc2)CC1 (centres undefined)	4	-3	-4	2	2	-3	-7	3	-6	-2
O=S(=O)(N/N=C\c1ccc2c(c1)OCO2)c1ccccc1	2	5	2	6	-2	1	-2	-2	6	-1
Cc1ccccc1NC(=O)CSCC(=O)Nc1ccccc1C	0	3	-4	-4	3	0	-1	1	5	6
O=C(CCc1nc(-c2ccccc2F)no1)NC1CCCCC1	-8	-9	-2	6	0	3	-2	1	-9	-1
COc1ccc(NS(=O)(=O)Cc2ccccc2)cc1OC	-16	1	-2	-1	5	-1	1	10	6	3
N#CSCC(=O)c1cccc2ccccc12	3	-3	-5	-13	60*	-3	16	6	-12	6
CNC(=O)c1[nH]cnc1C(=O)Nc1ccc(Cl)cc1	-2	4	-4	-14	-1	-4	6	0	3	-5
COc1cc(NC(=O)COC(=O)CC(C)(C)C)c(C)cc1[N+](=O)[O-]	-1	9	-2	-7	0	4	-1	-3	1	-2
CCOC(=O)c1nn(-c2ccccc2C)c(=O)c2c(N)scc12	0	-9	1	-1	25*	-4	0	-6	7	2
O=C(Cc1cccc(NC(=O)C2CCN(C(=O)CCc3ccccc3)CC2)c1)Nc1cccc(C(=O)N2CCCCC2)c1	-10	3	-4	-15	-2	-3	11	-5	-2	3
CCn1c(CSc2nc3ccccc3s2)nc2ccccc21	-11	2	3	-27	-1	-2	-3	-4	-7	-8
CC(C)NC(=O)c1ccc(CSCc2ccccc2Cl)o1	-2	10	5	5	-6	-3	-8	1	5	6
CC(C)(C)OC(=O)CC[C@@H](C(=O)N1CCN(C(=O)OC(C)(C)C)CC1)n1cc(C(CO)NC(=O)OC(C)(C)C)nn1 (some centres undefined)	1	7	-1	-7	1	2	-8	-5	11	-2
O=C(c1ccc(Cl)cc1Cl)C1(n2cncn2)Oc2ccccc2C1O (centres undefined)	-6	-10	2	-11	-5	2	1	0	6	-8
O=[N+]([O-])c1ccccc1C=CC=NN=Cc1ccccc1O	1	-3	6	6	-2	2	-2	2	9	-4
CN1CCN(C(=S)C(=O)Nc2ccc(Br)cc2)CC1	-19	4	-4	-1	72*	-6	-1	-1	10	5
O=C(COC(=O)c1ccccc1F)NC(=O)NC1CCCC1	-6	1	12	4	-3	7	-1	-8	-8	1
CC(=O)Nc1cccc(-c2nc3ccccc3s2)c1C	4	1	-8	-2	0	0	-1	3	7	-2

Additional structures.
molecule	ABHD4 inh	TCR-CD3 inh	SIAE primary	HTRA1 inh	PRMT1 inh	LEDGF integ inh	rCAG RNA binder	MBD2 inh	TDP2 absorb	NPR2 activator
CCCCCCSc1nsc(NC(C)=O)n1	-9	7	5	-10	1	-2	4	4	4	2
O=C(Nn1cnnc1)C(Sc1ccccc1)c1ccccc1 (centres undefined)	-3	4	10	7	-2	3	3	0	9	0
COc1ccc(C(=O)NC(C)c2nccs2)cc1OC1CCN(C(C)C)CC1 (centres undefined)	-1	2	1	4	-2	1	-2	-2	1	3
C[C@H]1CN=C(N(C)C)N1CC1CCCC1	0	4	-2	0	2	-3	1	-4	3	1
Cn1ccnc1C(=O)c1cc(SCC(=O)NCc2ccccc2)nc2ccccc12	-8	-5	-2	-10	8	5	-4	6	10	-2
Cn1c(=O)c(=O)n(C)c2cc(S(=O)(=O)N3CCN(CCO)CC3)ccc21	1	x	2	x	0	-1	4	-5	5	3
CCOc1ccccc1N/C=C/C(=O)C(C)(C)C	7	-4	4	-2	1	-1	-2	1	-5	-4
Cc1ccc(OCC(=O)N2CCOCC2)cc1C	-4	-1	2	-4	0	0	-1	-4	1	9
Cc1nn(C(C)C(=O)NCc2cccs2)c(=O)c2nn(-c3ccccc3)c(C)c12 (centres undefined)	-2	1	-3	0	2	-1	-6	-1	5	2
N#C/C(=C\c1ccccc1OCC(=O)O)c1nc2ccccc2[nH]1	3	3	13	-6	0	0	5	1	-1	-1

SIAE primary: what is marked active above.
| smiles | ABHD4 inh | TCR-CD3 inh | SIAE primary | HTRA1 inh | PRMT1 inh | LEDGF integ inh | MBD2 inh | TDP2 absorb | NPR2 activator |
| --- | --- | --- | --- | --- | --- | --- | --- | --- | --- |
| NC(=O)c1ncn([C@@H]2O[C@H](C(=O)N3CCCN(Cc4ccccc4F)CC3)[C@@H](O)[C@H]2O)n1 | 0 | 6 | 80* | x | -4 | 0 | 2 | 1 | 2 |

A portion of the library; the hit share may differ from the screen's.
